FEN1 inh: qHTS Assay for the Inhibitors of Human Flap endonuclease 1 (FEN1) | P39748 | Recombinant FEN1 flap cleavage, fluorescence, 15 min | Potency, µM (titrated, usually from 114 µM), for the others: at the highest dose activity change, negative = inhibition, actives largely listed as inhibitors | actives 0.35% (n = 390,000); active = well fitted inhibition curve with a large enough effect; inconclusive = small, poorly fitted or top-dose-only effect; inactive = no such curve, though single readings can be large or run the other way; note: nearly all actives have a fitted effect of over 65% in size
Target sequence (P39748 whole entry, looked up): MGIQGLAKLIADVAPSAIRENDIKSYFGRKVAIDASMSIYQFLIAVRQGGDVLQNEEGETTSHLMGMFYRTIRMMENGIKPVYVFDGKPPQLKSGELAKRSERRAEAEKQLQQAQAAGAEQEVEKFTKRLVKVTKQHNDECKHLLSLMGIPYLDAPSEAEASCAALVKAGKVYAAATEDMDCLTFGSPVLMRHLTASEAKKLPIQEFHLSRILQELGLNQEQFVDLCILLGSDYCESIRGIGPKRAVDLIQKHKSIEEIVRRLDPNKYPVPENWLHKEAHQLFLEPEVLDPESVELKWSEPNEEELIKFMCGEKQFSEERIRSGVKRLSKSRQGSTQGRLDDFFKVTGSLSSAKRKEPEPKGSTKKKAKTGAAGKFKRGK
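With each library titrated from low to high concentration, compounds met 10 nM FEN1 for 15 min at room temperature before 50 nM substrate was added; readings at 0 and 15 min fed four-parameter Hill curve fits.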
Starred values were filed as active, the others as inactive; ? = inconclusive; & = joins results of further samples. % is set by controls: 0 for no effect and ±100 for the full control effect; potency is the fitted concentration of half-maximal effect. Some of the compounds tested; rates above refer to the full screens.

cpd	canonical_smiles	FEN1 inh
1	O=C(Nc1nccs1)[C@@H]1CC=C[C@@H]2CCN(C3CC3)C(=O)[C@@H]21	20%
2	CCN1/C(=C2/SC(=S)N(C)C2=O)C=Cc2cc(C)ccc21	0%
3	COc1ccccc1C(=O)Nc1nnc(SCc2cc(=O)c3ccccc3[nH]2)s1	-22%
4	O=C(NCc1ccccc1)NC(=O)c1ccc(Cl)cc1	-3%
5	Cc1ccc2oc(-c3ccc(NC(=O)COc4ccccc4)cc3O)nc2c1	7%
6	O=C1OCC2=C1C(c1ccc3c(c1)OCO3)c1cc3c(cc1O2)OCO3 (stereo not drawn)	0%
7	Cc1ccc2oc(-c3cc(NC(=O)CC(C)C)ccc3Cl)nc2c1	8%
8	C[C@@H](C(=O)N=c1sc2ccccc2n1C)N1C(=O)C2CC=CCC2C1=O (stereo partly drawn)	-9%

The list goes on:
cpd	canonical_smiles	FEN1 inh
9	CCCCn1c(-c2nonc2NC(=O)c2ccccc2Cl)nc2ccccc21	18%
10	Cn1c(CCCNC(=O)c2ccco2)nc2ccccc21	-5%
11	CCn1c(SCC(=O)N2CCC(C(N)=O)(N3CCCCC3)CC2)nc2ccccc2c1=O	3%
12	CN(C)c1ccc(/C=C2\CCc3ccccc32)cc1	0%
13	CC#CCN1c2ccccc2[C@]23C[C@@H](C(=O)OC)N(C(=O)NC4CCCCC4)C2=NC(C(=O)OC)=C(C(=O)OC)[C@H]13	-16%
14	CC(C)OCCCNc1nc(Cl)nc2c1cnn2C	2%
15	c1ccc2c(C(c3c[nH]c4ccccc34)c3c[nH]c4ccccc34)c[nH]c2c1	0%
16	O=C(NCc1ccco1)c1cccn2c(=O)c3sccc3nc12	-5%

Filtered by structure: the entries above with nitrogen in an aromatic ring
cpd	canonical_smiles	FEN1 inh
1	O=C(Nc1nccs1)[C@@H]1CC=C[C@@H]2CCN(C3CC3)C(=O)[C@@H]21	20%
3	COc1ccccc1C(=O)Nc1nnc(SCc2cc(=O)c3ccccc3[nH]2)s1	-22%
5	Cc1ccc2oc(-c3ccc(NC(=O)COc4ccccc4)cc3O)nc2c1	7%
7	Cc1ccc2oc(-c3cc(NC(=O)CC(C)C)ccc3Cl)nc2c1	8%
8	C[C@@H](C(=O)N=c1sc2ccccc2n1C)N1C(=O)C2CC=CCC2C1=O (stereo partly drawn)	-9%
9	CCCCn1c(-c2nonc2NC(=O)c2ccccc2Cl)nc2ccccc21	18%
10	Cn1c(CCCNC(=O)c2ccco2)nc2ccccc21	-5%
11	CCn1c(SCC(=O)N2CCC(C(N)=O)(N3CCCCC3)CC2)nc2ccccc2c1=O	3%
14	CC(C)OCCCNc1nc(Cl)nc2c1cnn2C	2%
15	c1ccc2c(C(c3c[nH]c4ccccc34)c3c[nH]c4ccccc34)c[nH]c2c1	0%
16	O=C(NCc1ccco1)c1cccn2c(=O)c3sccc3nc12	-5%

Remaining list, next part:
cpd	canonical_smiles	FEN1 inh
17	CCOC(=O)C1=C(C(=O)OCC)N(CC2CCCCC2)CCC1=O	-11%
18	O=S(=O)(CCNCCc1ccccc1)NC1CCCCC1	-3%
19	CCOc1ccccc1NC(=O)N1c2ccccc2Sc2ccccc21	-15%
20	CCC(C)c1ccccc1N1CC(C(=O)Nc2cc(S(=O)(=O)N3CCOCC3)ccc2OC)CC1=O (stereo not drawn)	15%
21	CN(C)c1ccc2ccc3cccc4ccc1c2c34	?
22	CN(C)c1ccc(C=c2c3cc([N+](=O)[O-])ccc3n3c2cc(-c2ccccc2)[n+]3C)cc1	56µM*
23	Cc1cc([N+](=O)[O-])ccc1NCc1cccc2ccccc12	-16%
24	O=C(C1=C[C@H](c2csc3ccccc23)C[C@H](OCc2ccc(CO)cc2)O1)N1CCCCCCC1	1%

Next part
cpd	canonical_smiles	FEN1 inh
25	COc1ccc(S(=O)(=O)N2CCCCCC2)cc1C(=O)N1CCN(c2ccc(F)cc2)CC1	-3%
26	CCOc1ccc(Nc2ccc(N)c(S(=O)(=O)O)c2)cc1	-29%
27	CC1(CCC(=O)O)C(=O)CCC2C1CCC1(C)C2CCC1(C)O (stereo not drawn)	1%
28	O=c1[nH]c(=O)c2cc3ccccc3nc2[nH]1	-2%
29	N#Cc1ccc(S(=O)(=O)NCCc2ccncc2)cc1	3%
30	[O-][N+](=Cc1ccccc1)c1ccc(Cl)cc1	-1%
31	CC(CNC1CCCCC1)OC(=O)c1ccc([N+](=O)[O-])cc1 (stereo not drawn)	-2%
32	O=C(CN1CC(=O)Oc2ccccc21)OCC(=O)c1ccc(Br)cc1	-4%

Printed as active in FEN1 inh (from the list above):
cpd	canonical_smiles	FEN1 inh
22	CN(C)c1ccc(C=c2c3cc([N+](=O)[O-])ccc3n3c2cc(-c2ccccc2)[n+]3C)cc1	56µM*

Next section:
cpd	canonical_smiles	FEN1 inh
33	COc1ccccc1NC(=O)c1sc2nc3c(cc2c1N)CCCCCC3	2%
34	O=S(=O)(Oc1ccccc1)c1cccnc1	19%
35	CCN(CC)C(=O)Cn1cc(S(=O)(=O)CC(=O)Nc2ccccc2F)c2ccccc21	1%
36	Cc1cc(NC(=O)CN(c2cccc(C)c2C)S(=O)(=O)c2ccccc2)ccc1Br	-5%
37	Cc1cc(C)cc(NC(=S)NCCN2CCOCC2)c1	7%
38	CC(=NNc1ccccc1)C(C)=NNc1ccccc1	0%
39	CN1CCN(C2Cc3ccccc3Sc3cc(C(F)(F)F)ccc32)CC1 (stereo not drawn)	-1%
40	CCOC(=O)c1c(N)n(-c2ccc(Cl)c(Cl)c2)c2nc3ccccc3nc12	-4%

The results go on.
cpd	canonical_smiles	FEN1 inh
41	O=S(=O)(N/N=C1/CC(c2ccccc2)Oc2ccccc21)c1ccccc1 (stereo not drawn)	-28%
42	Nc1nc(SCc2cccnc2)c2ncn(C3OC(CO)C(O)C3O)c2n1 (stereo not drawn)	-4%
43	CC(=O)N(C)c1ccc(C=C2C=Cc3ccccc32)cc1	-3%
44	O=C(C[N+]1(CCO)CCOCC1)c1cccc2ccccc12	-10%
45	COc1ccc(-c2c3c(nc4sc(C(=O)Nc5cccc(OC)c5)c(N)c24)CC(C)(C)CC3=O)cc1	2%
46	O=C(COC(=O)c1ccc(O)cc1)Nc1cc(S(=O)(=O)N2CCOCC2)ccc1N1CCOCC1	-4%
47	Clc1ccccc1N1CCN(Cc2ccc(Br)o2)CC1	-6%
48	Nc1cccc(-c2c[nH]c3ncc(-c4cccnc4)cc23)c1	-2%

New compounds follow
cpd	canonical_smiles	FEN1 inh
49	Clc1ccc2nccnc2c1	-26%
50	O=C1CCCN1CCCNCCCn1cnc2c(OCc3ccccc3)ncnc21	1%
51	C#CCOCCOCCOCCNc1nc(N2CCOCC2)nc(N2CCN(C(=O)[C@H](Cc3ccc(O)cc3)n3cc(CCO)nn3)CC2)n1	4%
52	CCNC(=S)NCc1ccc(Cl)cc1	7%
53	O=C1NC[C@H](Cc2ccccc2)N(CC2CCN(CCc3ccccc3)CC2)C1=O	-6%
54	COc1nc(N)nc2c1ncn2C1OC(CO)CC1O (stereo not drawn)	6%
55	Cc1ccccc1N(CC(=O)N1CCCC1)S(=O)(=O)c1ccc(Cl)cc1	0%
56	Cc1ccc(S(=O)(=O)Nc2cc3c(C(=O)OCc4ccccc4)c(C)oc3c3ccccc23)cc1	-24%

(next part)
cpd	canonical_smiles	FEN1 inh
57	O=C(NCCc1ccccc1)c1cccc(NC(=O)C2CCCC2)c1	-8%
58	COc1ccc(-c2c3c(nc4sc(C(=O)Nc5ccc(F)cc5)c(N)c24)CC(C)(C)CC3=O)cc1	1%
59	N#CN=c1snc(-c2ccccc2Cl)n1-c1ccc(F)cc1	-11%
60	O=C(NCc1ccccc1)c1cccc(NC(=O)C2CCCCC2)c1	10%
61	O=C(Cc1cccc(F)c1)NO	8%
62	Oc1ccc(C=NNc2ccccn2)c(O)c1	-20%
63	COc1cccc(OC)c1C(=O)Nc1sc2c(c1C(N)=O)CCCC2	-1%
64	COC(=O)CN1C(=O)CSc2ccc(S(=O)(=O)Nc3cccc(Br)c3)cc21	-5%

Ordered by heavy-atom count (ascending): some entries from above.
cpd	canonical_smiles	FEN1 inh
4	O=C(NCc1ccccc1)NC(=O)c1ccc(Cl)cc1	-3%
60	O=C(NCc1ccccc1)c1cccc(NC(=O)C2CCCCC2)c1	10%
15	c1ccc2c(C(c3c[nH]c4ccccc34)c3c[nH]c4ccccc34)c[nH]c2c1	0%
53	O=C1NC[C@H](Cc2ccccc2)N(CC2CCN(CCc3ccccc3)CC2)C1=O	-6%

From entry 60 to 61, copied from above:
cpd	canonical_smiles	FEN1 inh
60	O=C(NCc1ccccc1)c1cccc(NC(=O)C2CCCCC2)c1	10%
61	O=C(Cc1cccc(F)c1)NO	8%

More results
cpd	canonical_smiles	FEN1 inh
65	COc1cccc(-c2ccc3c(c2)C2CC3CCN2C(=O)c2ccc(Cl)cc2)c1 (stereo not drawn)	?
66	CCOc1ncccc1C(=O)OCCCC(=O)c1ccc(Br)cc1	-20%
67	O=C(CNC(=O)c1ccccc1Br)NCC(c1ccco1)N1CCCCC1 (stereo not drawn)	-1%
68	COc1cccc(N2[C@@H](CC(=O)O)c3ccc(/C=C/C(=O)O)cc3S2(=O)=O)c1	-6%&-8%
69	C#CCOCCOCCOCCNc1nc(N2CCN(C(=O)[C@H](CCCCN)n3cc(CN)nn3)CC2)nc(N2CCN(C(=O)[C@H](CC(N)=O)n3cc(C(N)[C@H](C)CC)nn3)CC2)n1 (stereo partly drawn)	-7%
70	CCOC(=O)Sc1nc2ncncc2[nH]1	2%
71	CN(C)CC/C=C1\c2ccccc2Sc2cc(F)c(Cl)cc21	-8%
72	O=C(Nc1ccccc1F)C(c1ccccc1)c1ccccc1	13%

Additional compounds:
cpd	canonical_smiles	FEN1 inh
73	COc1ccc(-c2nc(S(=O)(=O)c3ccc(C)cc3)c(N3CCCCC3)o2)cc1	1%
74	CCOC(=O)N[C@H](Cc1c[nH]c2ccccc12)C(=O)Nc1cccc(Cl)c1	4%
75	CC(CCc1ccccn1)C(=O)c1ccccc1 (stereo not drawn)	7%
76	CCOC(=O)c1ccc(N2C(=O)Cc3cc(OCC)c(OCC)cc3C2c2ccccc2)cc1 (stereo not drawn)	2%
77	COc1cc2c(cc1OC)C(c1cc(-c3cc(Cl)ccc3Cl)oc1C)=NCC2	1%
78	COC(=O)C1=C(C(=O)OC)[C@@H]2N(C)c3ccc(OC)cc3[C@@]23C[C@@H](C(=O)OC)N(C(=O)NC2CCCCC2)C3=N1	5%
79	c1ccc(CCCCc2ccncc2)cc1	1%
80	Cc1ccc(Nc2[nH]c(=O)c3ccccc3c2C(=O)c2ccccc2)cc1	-1%

(further entries)
cpd	canonical_smiles	FEN1 inh
81	CC(C)CCOc1cccc(C2c3c(oc4ccccc4c3=O)C(=O)N2CCCN2CCOCC2)c1 (stereo not drawn)	-1%
82	Cc1nnc(SCC(=O)Nc2cc(S(=O)(=O)N3CCOCC3)ccc2N2CCCC2)s1	-5%
83	CCOC(=O)N1CCN(C(=O)C2CCC(=O)N(CCc3ccccc3)C2)CC1 (stereo not drawn)	1%
84	COc1ccccc1C(=O)Nc1nc(C)cc(C)n1	-4%
85	CC(C)=CCc1cc([C@@H]2COc3c(ccc4c3C=CC(C)(C)O4)C2)c(O)cc1O	-33%
86	COc1ccccc1CNS(=O)(=O)CCNCc1ccco1	-2%
87	CC1(C(=O)O)CCC(C(=O)NNC(=O)c2ccccc2Cl)C1(C)C (stereo not drawn)	6%
88	Cc1cccc(C(=O)NCC(=O)NC2CCN(Cc3ccccc3)CC2)c1	0%

(continued)
cpd	canonical_smiles	FEN1 inh
89	CC(C)C[C@@H](CNCC(=O)[C@H](CC(C)C)NC(=O)c1[nH]cnc1C(=O)N[C@@H](C)CN)NC(=O)c1nc[nH]c1C(=O)N[C@@H](CC(=O)O)C(=O)O	11%
90	O=C1NC(=S)NC1=Cc1ccccc1O	14%
91	CN(C(=O)c1cccc(NC(=O)Cc2ccc(NC(=O)C3CCN(C(=O)C4CCCCC4)CC3)cc2)c1)C1CCCC1	13%
92	COC(=O)c1c(C)c(OC(=O)c2c(C)cc(O)c(C=O)c2O)cc(C)c1O	?
93	Cc1ccc(S(=O)(=O)N2CCN(c3nc(-c4cccs4)nc4ncccc34)CC2)cc1	6%
94	CC(=O)NC1CCCC(NC(C)=O)C1 (stereo not drawn)	11%
95	O=C(NCc1cccc(Br)c1)C1CC(c2ccccc2[N+](=O)[O-])=NO1 (stereo not drawn)	2%
96	Cc1nc([N+](=O)[O-])cn1CC(=O)c1ccc2c(c1)OCCCO2	16%

The list goes on:
cpd	canonical_smiles	FEN1 inh
97	CCn1nnnc1SCC(=O)N1CCc2ccccc21	11%
98	O=C(O)C(O)(c1ccccc1)C(O)c1ccccc1 (stereo not drawn)	-3%
99	O=C(O)CC1c2ccccc2CCN1S(=O)(=O)c1ccccc1 (stereo not drawn)	6%
100	CN(C)CCNc1ccc2nnn3c4ccc(O)cc4c(=O)c1c23	13µM*
101	CCOc1cccc(/C=C(\C#N)C(=O)NC2CC2)c1	-7%
102	c1ccc(CCc2ccccn2)cc1	5%
103	C#CCNS(=O)(=O)c1ccc(F)cc1Br	9%
104	O=C(NCC(c1cccnc1)N1CCN(c2ccccc2)CC1)c1ccco1 (stereo not drawn)	-11%

Compound activity (PubChem BioAssay)
